High-throughput results deposited in PubChem by Johns Hopkins Ion Channel Center.
ANO1 activ = mouse TMEM16A channel activation, primary screen. Q8BHY3. HEK293 TMEM16A/YFP-H148Q/I152L, iodide quench fluorescence; active compounds read low. B-score at 10 µM. 340,000 compounds, 0.3% hits. AID 623877;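 active = fluorescence-ratio B-score plate-corrected deviation score at least 3 library SD below zero, with starting fluorescence score within 5 deviations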;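 note: channel opened by trigger with iodide after compound preincubation; score built on the fluorescence ratio of max minus min over baseline; more negative score means more quench and so TMEM16A activation or potentiation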
TRPC4 agonist = opens the mouse TRPC4 cation channel | HEK293 TRPC4beta/mu-opioid, Fluo4 calcium fluorescence; active compounds read high | B-score at 10 µM | 310,000 compounds, 0.49% hits | AID 2237;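 active = B-score above 5 SD of library B-scores, and initial fluorescence ratio not above library mean plus 5 SD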;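 note: positive B-score marks a calcium rise read as TRPC4 activation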
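Assay system – TRPC4beta and mu-opioid receptor HEK293 stable cells · Measured by – Fluo4 fluorescence, kinetic · Schedule – dye loading 45 min room temperature, 110 s kinetic read · Read-out – B-scored integrated calcium fluorescence ratio · Controls – buffer and maximal DAMGO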
MrgX1 agonist = agonists of human MrgX1 receptor | Q96LB2 | MrgX1-HEK293 cells, Fluo-4 calcium fluorescence, agonist mode; active compounds read high | B-score at 10 µM | 310,000 compounds, 0.44% hits | AID 588627;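 active = calcium response B-score plate-corrected fluorescence ratio at least 3 library SD, with starting fluorescence B-score inside 5 SD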
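Test system: Stable human MrgX1 HEK293 cell line | Schedule: Overnight plating before 1 h dye loading | Read-out basis: Baseline-normalised fluorescence change ratio, B-scored | Detection: Kinetic calcium dye fluorescence, Fluo-4 NW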
TRPC4 PAM = allosteric potentiators of mouse TRPC4 channel; Q9QUQ5; HEK293 TRPC4beta/mu-opioid, DAMGO EC20, Fluo-4 Ca2+ flux; active compounds read high; B-score at 10 µM; 310,000 compounds, 0.42% hits; AID 2227;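 active = B-score of calcium response area above 5 SD of library B-scores, with initial fluorescence ratio within 5 SD of library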;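 note: B-score of integrated fluorescence ratio over time as area under calcium response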
MrgX1 PAM = allosterically activates human MrgX1 receptor signaling | Q96LB2 | MrgX1-HEK293, Fluo-4 calcium flux, FDSS; active compounds read high | B-score at 10 µM | 310,000 compounds, 0.63% hits;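 active = plate-corrected calcium response at least 3 library SD above typical, normal starting fluorescence, not activating the receptor alone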;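 note: compound read alongside a low EC10 to EC30 dose of BAM8-22 agonist; peak minus trough fluorescence over baseline measured at the second addition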
TRPC6 inh = blocks the mouse TRPC6 cation channel | Q61143 | HEK293-TRPC6, membrane potential dye, ACh-evoked depolarization; active compounds read low | B-score at 10 µM | 310,000 compounds, 1.1% hits | AID 2553;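 active = B-score under library mean minus 3 SD, initial fluorescence not abnormally high, positive integrated signal ratio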;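 note: B-score derived from integrated fluorescence ratio over the kinetic read; more negative B-score means stronger inhibition of depolarization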
Target sequence (Q61143 whole entry, looked up): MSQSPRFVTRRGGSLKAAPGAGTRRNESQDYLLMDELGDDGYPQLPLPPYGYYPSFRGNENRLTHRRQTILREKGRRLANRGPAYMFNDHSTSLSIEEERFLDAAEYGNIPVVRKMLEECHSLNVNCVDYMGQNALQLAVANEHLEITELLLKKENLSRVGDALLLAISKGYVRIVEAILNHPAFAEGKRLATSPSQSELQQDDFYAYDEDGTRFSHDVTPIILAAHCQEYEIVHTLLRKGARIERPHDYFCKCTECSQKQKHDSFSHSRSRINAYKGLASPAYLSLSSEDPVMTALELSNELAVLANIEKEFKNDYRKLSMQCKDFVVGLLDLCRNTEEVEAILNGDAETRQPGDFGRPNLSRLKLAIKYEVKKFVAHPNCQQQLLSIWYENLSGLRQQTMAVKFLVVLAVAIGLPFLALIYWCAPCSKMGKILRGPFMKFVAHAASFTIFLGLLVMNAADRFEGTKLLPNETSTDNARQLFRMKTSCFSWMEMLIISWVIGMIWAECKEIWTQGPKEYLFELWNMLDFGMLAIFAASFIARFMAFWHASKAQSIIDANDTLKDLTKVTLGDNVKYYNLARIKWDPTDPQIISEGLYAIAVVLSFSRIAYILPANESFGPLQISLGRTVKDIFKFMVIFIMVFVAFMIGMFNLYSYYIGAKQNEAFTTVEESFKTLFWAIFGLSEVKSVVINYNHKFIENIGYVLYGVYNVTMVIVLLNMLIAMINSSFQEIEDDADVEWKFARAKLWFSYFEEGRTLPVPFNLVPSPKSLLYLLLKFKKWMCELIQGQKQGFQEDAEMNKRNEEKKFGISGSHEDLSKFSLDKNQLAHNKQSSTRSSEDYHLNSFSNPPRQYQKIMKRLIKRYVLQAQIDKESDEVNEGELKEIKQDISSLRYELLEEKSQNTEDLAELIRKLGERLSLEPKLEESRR
TRPC4 block = inhibitors of mouse TRPC4 channel; Q9QUQ5; HEK293 TRPC4beta/mu-opioid, DAMGO-evoked Fluo4 calcium flux; active compounds read low; B-score at 10 µM; 300,000 compounds, 0.39% hits;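 active = B-score over 3 SD under the library average, no early fluorescence shift, positive overall ratio signal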
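Assay system – HEK293 line stably carrying TRPC4beta and mu-opioid receptor · Doses – single dose · Detection – Fluo4 calcium-dye fluorescence, kinetic read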
ANO1 block = inhibitors of mouse TMEM16A calcium-activated chloride channel. HEK293 TMEM16A/YFP iodide influx fluorescence, ionomycin. normalized B-score (activity score, 25-100; higher = stronger inhibition) at 10 µM. 310,000 compounds, 1.2% hits;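 active = ratio plate-corrected score three or more library SD toward inhibition, starting fluorescence score within five deviations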;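 note: score derived from kinetic fluorescence span divided by baseline fluorescence per well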
RGS4 inh = human RGS4 inhibition. P49798. HEK293 M3R/RGS4 inducible, Fluo-4 calcium flux; active compounds read high; triggered by carbachol at its EC20. 310,000 compounds, 0.45% hits. B-score at 10 µM;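 active = B-score, a plate-corrected calcium signal, over three deviations above library mean, with baseline fluorescence within five deviations of library mean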;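 note: RGS4 expression induced by doxycycline in cells with stable M3 receptor; B-score is computed from the integrated fluorescence ratio over baseline after carbachol; higher B-score means a larger calcium signal and so more RGS4 inhibition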
Target sequence (P49798 whole entry, looked up): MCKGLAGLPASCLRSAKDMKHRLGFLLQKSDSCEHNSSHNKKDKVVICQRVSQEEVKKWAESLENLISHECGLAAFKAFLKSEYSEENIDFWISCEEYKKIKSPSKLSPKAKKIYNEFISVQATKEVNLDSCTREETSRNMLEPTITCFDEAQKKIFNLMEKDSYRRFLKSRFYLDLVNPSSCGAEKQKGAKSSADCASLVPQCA
MrgX1 antag = human MrgX1 receptor antagonism, primary screen; Q96LB2; MRGX1-HEK293 calcium flux, Fluo-4, BAM8-22 antagonism; active compounds read low; B-score at 10 µM; 310,000 compounds, 1.3% hits; AID 588676;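 active = calcium-response B-score plate-corrected more than 3 library SD below zero, starting fluorescence within 5 deviations, no agonist response on first addition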;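 note: peak minus trough fluorescence over baseline after final BAM8-22 challenge near maximal dose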
TRPC6 activator = mouse TRPC6 channel activation; Q61143; HEK293-TRPC6 membrane potential dye fluorescence; active compounds read high; B-score at 10 µM; 310,000 compounds, 0.13% hits; AID 2550;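 active = B-score of the integrated fluorescence ratio above library mean plus 3 SD, and starting fluorescence ratio within library mean plus 5 SD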;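 note: higher score means more depolarization so channel activation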
* marks the source's active call; other numbers are inactive results; i = inactive; · = no result given.

SMILES | ANO1 activ | TRPC4 agonist | MrgX1 agonist | TRPC4 PAM | MrgX1 PAM | TRPC6 inh | TRPC4 block | ANO1 block | RGS4 inh | MrgX1 antag | TRPC6 activator
COC(=O)c1ccc(C(=O)N(C)C2CCCN(Cc3ccccc3F)C2)cc1 (configuration not stated) | i | i | i | i | i | i | i | i | i | i | i
CCOc1ccc(CNn2cnnc2)cc1 | i | i | i | i | i | i | i | i | i | i | i
Cc1ccc(OCC(=O)Nc2cccc(S(=O)(=O)N3CCCCC3)c2)c([N+](=O)[O-])n1 | i | i | i | i | i | i | i | i | i | i | i
CC1(C)OC(c2ccccc2)=C/C(=C/C=N/NC(=O)c2ccncc2)O1 | i | i | i | i | i | i | i | i | i | i | i
Cc1ccc(S(=O)(=O)N(CC(=O)NC2CCCCCC2)c2ccccc2F)cc1 | i | i | i | i | i | i | i | i | i | i | i
Cc1cccc(Cn2nc(-n3cccc3)c3c(C)cc(C)nc32)c1 | i | i | i | i | i | i | i | i | i | i | i
CCN(CC)CCNC(=O)CNC(=S)N(CCCN1CCOCC1)Cc1cccs1 | i | i | i | i | i | i | i | i | i | i | i
Cc1ccc2nc(N3CCC(C(=O)O)CC3)nc(-c3ccccc3)c2c1 | i | i | i | i | i | i | i | i | i | i | i
COc1cc(OC)cc(C(=O)N2CCN(C(=O)c3cccc(F)c3)CC2)c1 | i | i | i | i | i | i | i | i | i | i | i
COC(=O)CN(c1ccc(OC)c(OC)c1)S(C)(=O)=O | i | i | i | i | i | i | i | i | i | i | i
CCC(=O)NC(=S)Nc1ccc(NC(=S)NC(=O)c2ccccc2)cc1 | i | i | · | i | · | i | i | · | i | · | i
O=C(Cc1ccccc1)Nc1ccc(N2CCN(Cc3ccccc3F)CC2)cc1 | i | i | i | i | i | i | i | i | i | i | i
S=C(NCC1CC1)N/N=C/c1ccccc1Cl | i | i | i | i | i | i | i | i | i | i | i
C/C(=N\OCC(=O)Nc1cc(C)cc(C)c1)c1ccc2c(c1)OCCO2 | i | i | i | i | i | i | i | i | i | i | i
Cc1c(C(=O)Nc2ccccc2)c2ccc(C(F)(F)F)cc2n1O | i | i | i | i | i | i | i | i | i | i | i
O=c1c2c(-c3cccs3)csc2[nH]c(=S)n1-c1ccccc1 | i | i | i | i | i | i | i | i | i | i | i
O=C(CCCO)NC1Cc2ccccc2C1 | i | i | i | i | i | i | i | i | i | i | i
CCOC(=O)N1CCC(c2cc(=O)n3[nH]c(-c4ccccc4)cc3n2)CC1 | i | i | i | i | i | i | i | i | i | i | i
COc1ccc(Cl)c(OC)c1C(=O)NC(=O)Nc1nc(C)nc(C)n1 | i | i | i | i | i | i | i | i | i | i | i
CC(C)c1ccc(Nc2nc(Cl)nc(NCCO)n2)cc1 | i | i | i | i | i | i | i | i | i | i | i
COc1ccc(-c2nc(NC3=NCCCCC3)sc2C)cc1 | i | i | i | i | i | i | i | i | i | i | i
O=C(Nc1ccc(NC(=O)C2CC2)cc1)c1cccs1 | i | i | i | i | i | i | i | i | i | i | i
COc1ccc(CCNC(=O)CSc2nnc(-c3ccccc3)o2)cc1OC | i | i | i | i | i | i | i | i | i | i | i
O=C(CC1NC(=O)NC1=O)Nc1cccc2ccccc12 (configuration not stated) | i | i | i | i | i | i | i | i | i | i | i
COc1ccc(/C(N)=N/OC(=O)CCC2CCCC2)cc1OC | i | i | i | i | i | i | i | i | i | i | i
CCCn1c(SCC(=O)c2ccc(OC)c(OC)c2)nc2c1c(=O)n(C)c(=O)n2C | i | i | i | i | i | i | i | i | i | i | i
Cc1onc(-c2ccccc2)c1-c1nnc(-c2ccccc2C(F)(F)F)o1 | i | i | i | i | i | i | i | i | i | i | i
COc1ccc(CNC(=O)Cn2cc([N+](=O)[O-])nc2C)cc1 | i | i | i | i | i | i | i | i | i | i | i
C/C(=N\NC(=O)c1nnn(-c2nonc2N)c1CN(C)c1ccccc1)c1cccs1 | i | i | i | i | i | i | i | i | i | i | i
COc1nc(OC/C(N)=N/O)nc(N2CCOCC2)n1 | i | i | i | i | i | i | i | i | i | i | i
Cc1cc(NC(=O)/C=C/C(=O)N(c2ccccc2C)C(C(=O)NC2CCCC2)c2ccc(F)cc2)no1 (configuration not stated) | i | i | i | i | i | i | i | i | i | i | i
COc1ccc(C2CC(C(F)(F)F)n3nc(C(=O)Nc4c(C)n(C)n(-c5ccccc5)c4=O)c(Cl)c3N2)cc1 (configuration not stated) | · | i | i | i | i | i | i | i | i | i | i
CC(=O)OC1CC(C)(C)N(OC(=O)c2ccc(N)cc2)C(C)(C)C1 | i | i | i | i | i | i | i | i | i | i | i
Cn1c(=O)c2c(ncn2CCOc2cccc(Br)c2)n(C)c1=O | i | i | i | i | i | i | i | i | i | i | i
Cc1nc2ccccn2c1-c1nnco1 | i | i | i | i | i | i | i | i | i | i | i
Cc1ccc(C(=O)N2CCN(CCNC(=O)C(=O)NC(C)C)CC2)cc1 | i | i | i | i | i | i | i | i | i | i | i
Brc1ccc(CSc2nnc(-c3ccccn3)n2Cc2ccco2)cc1 | i | i | i | i | i | i | i | i | i | i | i
CCOC(=O)C1=C(N)OC2=C(C(=O)CC(C)(C)C2)C1c1cc(CSc2nnnn2C)cs1 (configuration not stated) | i | i | i | i | i | i | i | i | i | i | i
COc1ccc(C)cc1S(=O)(=O)N1CCCC(C(=O)NCc2ccccn2)C1 (configuration not stated) | i | i | i | i | i | i | i | i | i | i | i
Cc1ccc(S(=O)(=O)CC(=O)Nc2nnc(C(C)C)s2)cc1 | i | i | i | i | i | i | i | i | i | i | i
O=C(NCc1ccccc1)c1c(O)c2cccc3c2n(c1=O)CCC3 | i | i | i | i | i | i | i | i | i | i | i
Fc1cccc(F)c1-c1nc(-c2ccncc2)no1 | i | i | i | i | i | i | i | i | i | i | i
CCOC(=O)c1sc(N)c(C(=O)OC)c1C | i | i | i | i | i | i | i | i | i | i | i
COC(=O)c1sccc1NC(=O)CN1CCN(c2ccc(F)cc2)CC1 | i | i | i | i | i | i | i | i | i | i | i
Cc1nc(NC(=O)c2ccc3c(c2)OCCO3)ccc1Br | i | i | i | i | i | i | i | i | i | i | i
COc1ccccc1-c1nc(SCC(=O)Nc2ccccc2)n[nH]1 | i | i | i | i | i | i | i | i | i | i | i
S=C(NCCC1=CCCCC1)Nc1ccccc1 | i | i | i | i | i | i | i | i | i | i | i
COC(=O)N/N=C/c1cn(CCOc2cccc(OC)c2)c2ccccc12 | i | i | i | i | i | i | i | i | i | i | i
COCCNC(=O)C(c1ccc(C)o1)N(Cc1ccccc1)C(=O)Cn1nnc2ccccc21 (configuration not stated) | i | i | i | i | i | i | i | i | i | i | i
CNC(=O)c1cc2c(ccc3ccccc32)o1 | i | i | i | i | i | i | i | i | i | i | i

Full records, quoted from the list:
COC(=O)c1sccc1NC(=O)CN1CCN(c2ccc(F)cc2)CC1 across the screens: ANO1 activ: i; TRPC4 agonist: i; MrgX1 agonist: i; TRPC4 PAM: i; MrgX1 PAM: i; TRPC6 inh: i; TRPC4 block: i; ANO1 block: i; RGS4 inh: i; MrgX1 antag: i; TRPC6 activator: i
Cc1nc(NC(=O)c2ccc3c(c2)OCCO3)ccc1Br across the screens: ANO1 activ: i; TRPC4 agonist: i; MrgX1 agonist: i; TRPC4 PAM: i; MrgX1 PAM: i; TRPC6 inh: i; TRPC4 block: i; ANO1 block: i; RGS4 inh: i; MrgX1 antag: i; TRPC6 activator: i

The results go on:
SMILES | ANO1 activ | TRPC4 agonist | MrgX1 agonist | TRPC4 PAM | MrgX1 PAM | TRPC6 inh | TRPC4 block | ANO1 block | RGS4 inh | MrgX1 antag | TRPC6 activator
Cc1nc(S/C(C(=O)O)=C2/C(=O)Nc3ccccc32)n[nH]1 | i | i | i | i | i | i | i | i | i | i | i
Cc1cccc(C(C)C)c1NC(=O)c1cc2ccccc2o1 | i | i | i | i | i | i | i | i | i | i | i
O=C(CCC(=O)c1ccc[nH]1)c1ccc(Cl)cc1 | i | i | i | i | i | i | i | i | i | i | i
CC1=Nc2ccc(Br)cc2C(c2ccccc2)N1CC(=O)NN (configuration not stated) | i | i | i | i | i | i | i | i | i | i | i
Cc1cccc(C(=O)NNC(=O)c2ccccc2[N+](=O)[O-])c1 | i | i | i | i | i | i | i | i | i | i | i
CCCc1nnc(SCC(=O)Nc2ccc(OC)cc2)n1N | i | i | i | i | i | i | i | i | i | i | i
COc1ccc(CCNC(=O)CCCCCN2C(=O)c3ccccc3C2=O)cc1 | i | i | i | i | i | i | i | i | i | i | i
COc1cccc(/C=N/NC(=O)CC(=O)NCCc2ccc(OC)c(OC)c2)c1 | i | i | i | i | i | i | i | i | i | i | i
O=C(c1ccc(Cn2c(=S)[nH]c3cc4c(cc3c2=O)OCO4)cc1)N1CCN(c2ccccc2)CC1 | i | i | i | i | i | i | i | i | i | i | i
COc1ccc(CCNC(=O)COC(=O)/C=C/c2ccc(OC)c(OC)c2)cc1 | i | i | i | i | i | i | i | i | i | -4.5* | i
Cc1ccc(C(=O)CSc2nc(C)cc(C)c2C(N)=O)cc1 | i | i | i | i | i | i | i | i | i | i | i
CSc1ccc(S(=O)(=O)NCc2ccc(Cl)cc2Cl)cc1 | i | i | i | i | i | i | i | i | i | i | i
COc1cc2c(=O)n(CC3CCCO3)c(=O)n(CC(=O)Nc3ccc(F)cc3F)c2cc1OC (configuration not stated) | i | i | i | i | i | i | i | i | i | i | i
CC(=O)NC1C(OCc2ccccc2)OC2COC(c3ccccc3)OC2C1OCC(=O)O (configuration not stated) | i | i | i | i | i | i | i | i | i | i | i
Cc1cc(C(=O)NNC(=O)/C=C/c2ccccc2Cl)c(C)o1 | i | i | i | i | i | i | i | i | i | -15* | i
COc1cc(/C(C)=N/NC(=O)c2cccc(S(=O)(=O)N3CCCC3)c2)cc(OC)c1OC | i | i | i | i | i | i | i | i | i | i | i
COc1cc2ccc3c(CCN(C)C)cc(OC)c(OC)c3c2cc1OC | i | i | i | i | i | i | i | i | i | i | i
O=C(NCCN1CCN(C(=O)c2ccc([N+](=O)[O-])cc2)CC1)C(=O)Nc1ccc(F)cc1 | i | i | i | i | i | i | i | i | i | i | i
